sdo1 growth: sdo1-depleted yeast growth rescue | z-score at 10 µM | S. cerevisiae sdo1-depleted JHY4D growth rescue, OD600 30 h; active compounds read high; pdr5 snq2 efflux-pump mutant strain | actives 0.21% (n = 140,000) | AID 817;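 active means z-score above 3 at both the 24 hr and the 30 hr optical density reads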;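 further: z-score against mean and SD of all compound wells on the same plate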
INS promoter inh: TRM-6 insulin promoter activity inhibition; TRM-6 cells (human fetal islet line), insulin promoter-eGFP reporter, imaging; reporter expression induced with tamoxifen; inhibition, % at 2 µM; actives 0.9% (n = 130,000); AID 1273;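 active means inhibition above the mean plus 3 SD, with well images judged a real hit on visual review, cut at about 60% in these data, passing the limit was not always enough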
sdo1 growth Rescue 24 h: further read-out of sdo1 growth, marked with its call; z-score; S. cerevisiae sdo1-depleted JHY4D growth rescue, OD600; measured here: growth rescue at 24 h;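 0 is the plate mean of compound wells and units are plate SD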
Starred values were filed as active, the others as inactive; . = not tested or not shown. These rows are one share of the data (hit frequency here may not be typical).

mol	INS promoter inh	sdo1 growth	sdo1 growth Rescue 24 h
O=C(N/N=C/c1ccncc1)c1cccc(NC(=O)c2ccccc2Cl)c1	34	0.59	-0.24
CCc1ccc(-c2nc(CCl)cs2)cc1	.	1.1	0.57
Cc1cc(OCC(=O)N(C)C)c2c(-c3ccccc3)cc(=O)oc2c1	.	0.1	-0.46
O=C1c2ccccc2NC(c2ccc(O)cc2)N1/N=C/c1ccc(O)cc1 (stereo not given)	0	0.65	1.3
Cc1ccc(N2C(=O)CC(Sc3ccccc3C(=O)O)C2=O)c([N+](=O)[O-])c1 (stereo not given)	11	.	.
O=C(CSc1ncn[nH]1)N1N=C2/C(=C/c3ccco3)CCCC2C1c1ccco1 (stereo not given)	29	-1	-0.79
Cc1ccc(Cn2ccc(NC(=O)c3cc(-c4ccco4)on3)n2)cc1	15	-1.7	-0.9
O=C(NCCCN1CCOCC1)c1cc(-c2cccs2)on1	.	0.63	0.21
CCOc1cc2[nH]c(=S)n(CCC(=O)N3CCc4ccccc4C3)c(=O)c2cc1OCC	-3	0.6	0.91
Cc1cc(S(=O)(=O)N(Cc2ccc(C(C)C)cc2)CC2CCCO2)ccc1-n1cnnn1 (stereo not given)	38	-0.47	0.15
Cc1ccc(O)c(NC(=O)c2cccc(NC(=O)c3ccco3)c2)c1	20	1.4	0.05
Cc1cccc(NS(=O)(=O)c2cccs2)n1	-20	-0.97	-1.2
COCCOc1cc(Nc2nnc(C(F)(F)F)s2)c(Cl)cc1Cl	-51	-1.8	-1.5
CCCCOC(=O)Cn1c(=N)n(CCC)c2ccccc21	.	0.55	1
C#CC(C)(CC)NC(=O)c1cc(OC)c(OC)c(OC)c1 (stereo not given)	17	0.24	-0.78

(more compounds)
mol	INS promoter inh	sdo1 growth	sdo1 growth Rescue 24 h
COc1ccccc1C(O)(c1ccccc1)C(CN1CCOCC1)c1ccccc1 (stereo not given)	0	.	.
COc1ccc(NC(=O)c2csc(Cc3ccc(Cl)cc3)n2)cc1	-38	.	.
O=C(NCSc1ccncn1)c1ccccc1	-27	0	-0.58
Cc1ccccc1-c1nc2cc(N)ccc2o1	.	0.9	0.94
CC(C)(C)NC(=O)c1cnn(-c2ccccc2)c1NC(=O)c1ccccc1	0	0.64	1.4
COCCCN1C(=O)C(O)=C(C(=O)c2ccco2)C1c1ccc(Br)cc1 (stereo not given)	13	0.32	-0.14
Cc1cc(C)nc(-n2nc(C)cc2NC(=O)COC(=O)CCC(=O)c2cccs2)n1	.	-0.14	0.78
CCc1cccc(CC)c1NC(=O)c1ccccc1CCc1ccccc1	.	0.38	0.15
O=C(c1ccco1)N1CCN(C(=O)C2Cc3ccccc3CN2S(=O)(=O)c2ccc(F)cc2)CC1 (stereo not given)	14	-0.97	-1.3
C1CCc2c(nc3nnnn3c2NC2CCCC2)C1	25	0.57	-0.03
Cc1[nH]c2c(ccc3ccccc32)c1C1C(CCN)C1(C)C (stereo not given)	34	-2.3	-1.8
O=C(Nc1ccccc1)c1c(F)cccc1F	17	1.4	1.6
COc1cccc(C(=O)/C=C/Nc2ccc(NC(C)=O)cc2)c1	-18	1.2	0.55
O=C(COc1ccc(F)cc1Br)NCc1ccccn1	-21	1	1.1
CSc1nc2nc(C)c(C/C=C/c3ccccc3)c(=O)n2[nH]1	-26	.	.

The list continues.
mol	INS promoter inh	sdo1 growth	sdo1 growth Rescue 24 h
COc1cc(-c2nc3ccccc3c(=O)n2N)cc(OC)c1OC	10	-0.07	0.17
CCC(=O)N1CCc2cc(S(=O)(=O)NC(C(=O)N3CCc4ccccc4C3)C(C)C)ccc21 (stereo not given)	-29	-1.9	-1.9
C=CCNC(=O)CN1CCC(O)(c2ccccc2)CC1	.	0.65	0.36
O=C(CNC(=O)c1ccncc1)N/N=C/c1cc(Br)ccc1O	-11	0.37	0.08
N#CC1=C(SCC(N)=O)NC2=C(C(=O)c3ccccc32)C1c1ccc(Cl)cc1 (stereo not given)	-37	-0.87	-0.35
CCn1c(SCc2nc(-c3ccccc3)no2)nnc1-c1ccco1	-115	-0.51	-0.7
CCOc1cc(N2CCOCC2)c(OCC)cc1NC(=O)COC(=O)[C@H](Cc1c[nH]c2ccccc12)NC(C)=O	35	0.03	0.6
COC(=O)c1cccc(NC(=O)CCc2ccccc2)c1	-10	-0.46	-0.99
COc1cc(S(=O)(=O)N2CCCCC2)ccc1NC(=O)/C=C/c1ccccc1	-50	-0.95	-0.43
O=S(=O)(c1ccc(F)cc1)N1CCN(c2nc(-c3ccc(F)cc3)cs2)CC1	31	-1.1	-1.2
CCNC(=S)N=Nc1c(O)[nH]c2ccc(C(C)C)cc12	64*	-1.2	-0.42
Cc1ccc(C)c(S(=O)(=O)Nc2ccccc2C(=O)Nc2ccccc2N2CCOCC2)c1	0	-1.9	-1.5
N#Cc1c(NC(=O)CN2CCN(S(=O)(=O)c3ccc4c(c3)OCCO4)CC2)sc2c1CCC2	50	-0.64	-0.48
CC1CCN(c2c(NCc3ccc(C(=O)NCc4cccnc4)cc3)c(=O)c2=O)CC1	.	1.4	1.5
CC1(C)Cc2ccccc2C(=NCCCC(=O)O)N1	.	1.4	1.2

(next part)
mol	INS promoter inh	sdo1 growth	sdo1 growth Rescue 24 h
CCOC(=O)C1CCCN(c2cc(C)nc3cc(-c4ccc(F)cc4)nn23)C1 (stereo not given)	.	-1	-0.38
CCOC(=O)C1=C(c2ccccc2)NC(=O)NC1c1ccc(OCC#N)c(OC)c1 (stereo not given)	.	0.96	0.63
CC(C)C(=O)Nc1ncc(C(F)(F)F)cc1Cl	26	0.6	-0.09
COC(=O)c1cc2ccsc2n1Cc1cccc(F)c1	20	-0.89	-1.3
CS(=O)(=O)Nc1ccc(C(=O)NCCC2=CCCCC2)cc1	21	-0.55	-0.78
Cc1ccc(S(=O)(=O)N2CCC(=O)N(C(COCc3cccc(C(F)(F)F)c3)Cc3ccccc3)CC2)cc1 (stereo not given)	-18	-0.11	0.37
COc1cc(OC)c(NS(=O)(=O)c2coc(C(N)=O)c2)cc1Cl	.	0.88	1.2
CCN(C(=O)CSc1nnc2c3ccccc3n(CC)c2n1)C1CCS(=O)(=O)C1 (stereo not given)	-47	1.6	1.3
Cc1ccc(NC(=O)NC2C(NC(=O)Nc3ccc(C)cc3)N(C)C(=O)N2C)cc1 (stereo not given)	-243	0.02	-0.76
CCCCOC(=O)n1c(=O)oc2cc(S(=O)(=O)N3CCCCC3)ccc21	38	-0.95	-1.1
CCOc1ccc2c(c1)C(c1ccc(C)cc1)=NNC(c1ccc(C)cc1)=N2	0	-1.3	-0.99
COc1ccc(C2OCC3(CO2)SC(N)=NC3=O)cc1 (stereo not given)	36	0.17	-0.36
CCOc1ccccc1C(=O)N(Cc1ccccc1)Cc1cc2cc3c(cc2[nH]c1=O)OCCO3	-66	.	.
CCOC(=O)N1CCN(S(=O)(=O)c2ccc3c(c2)SC(C)C(=O)N3)CC1 (stereo not given)	-9	0.76	0.99
CCOC(=O)Cn1c(-c2ccc(Cl)nc2)nc2ccccc21	-13	0.1	-0.06

Brought forward from above: three compounds, then new ones.
mol	INS promoter inh	sdo1 growth	sdo1 growth Rescue 24 h
CCOc1ccccc1C(=O)N(Cc1ccccc1)Cc1cc2cc3c(cc2[nH]c1=O)OCCO3	-66	.	.
CCOC(=O)N1CCN(S(=O)(=O)c2ccc3c(c2)SC(C)C(=O)N3)CC1 (stereo not given)	-9	0.76	0.99
CCOC(=O)Cn1c(-c2ccc(Cl)nc2)nc2ccccc21	-13	0.1	-0.06
COc1ccccc1NS(=O)(=O)c1cccc(C(=O)NCc2ccco2)c1	18	.	.
COc1cc(/C=C/C(=O)OCC(=O)c2c(N)n(C)c(=O)n(C)c2=O)ccc1O	24	.	.
CN(C)S(=O)(=O)c1ccc(C(=O)NCc2cccs2)cc1	-26	-0.56	-0.81
CC(C)CC(NS(=O)(=O)c1ccccc1)C(=O)O (stereo not given)	42	0.26	0.22
NC[C@H]1O[C@H](O[C@H]2[C@H](O)[C@@H](O[C@H]3O[C@H](CO)[C@@H](O)[C@H](N)[C@H]3O)[C@H](N)C[C@@H]2N)[C@H](N)C[C@@H]1O	23	0.84	0.62
CCCC1(C(=O)O)NC(c2ccc(OC)cc2O)C2C(=O)N(c3ccc(OC)cc3)C(=O)C21 (stereo not given)	.	1.4	1.8
CCOc1cc(Cl)c(NC(C)=O)cc1OCC	15	1.3	1
O=C(OCN1C(=O)c2ccccc2C1=O)c1ccc2c(=O)n3c(nc2c1)CCC3	-9	.	.
Cc1ccc2nc(NCCO)nc(-c3ccccc3)c2c1	-44	-0.1	0.31
COc1ccc(C(=O)CSc2nnc(-c3ccoc3C)n2CC2CCCO2)cc1 (stereo not given)	.	-0.27	-0.91
Nc1nnnn1CC(=O)OCc1cccc(Br)c1	-22	0.2	-0.9
O=C(CCC1CCCN(C(=O)c2ccc3c(c2)OCO3)C1)NCc1ccc(F)c(F)c1 (stereo not given)	-30	.	.
CCCc1nnc(NC(=O)CCC(=O)NCc2ccccc2OC)s1	-9	1.4	0.59
C=CCn1c(P(C)(=O)O)nc2ccccc21	20	1.1	1.2
O=S(=O)(Nc1nc2ccccc2nc1Nc1ccc2c(c1)OCO2)c1ccccc1	.	0.43	0.58

Additional records
mol	INS promoter inh	sdo1 growth	sdo1 growth Rescue 24 h
COC(=O)Nc1ncc(CN2C(=O)c3ccccc3C2=O)s1	7	0.23	0.59
COc1ccc(N(C(=O)c2ccc(Cl)cc2)C2=CC3CCC(C2)N3C)cc1 (stereo not given)	-35	1.6	1.7
Cc1c(/C=N\NC(=O)c2ccc(F)cc2)cnn1C	-13	-0.12	-0.4
COc1ccc(C/C(N)=N/OC(=O)Cc2ccccc2)cc1	22	-2.2	-0.37
CCc1nn(CC(=O)NCCCN2CCCC2=O)c(=O)c2cc3sccc3n12	40	-0.23	-0.54
O=S(Cc1ccc(Br)cc1)Cc1nnc(SCc2ccc(Br)cc2)n1-c1ccccc1 (stereo not given)	-61	-2	-0.5
CC(=O)Nc1ccc(S(=O)(=O)N(C)CC(=O)OCC(=O)c2cc(C)n(-c3ccc4c(c3)OCO4)c2C)cc1	-3	-1	-1.6
CCn1cc(CNC(=O)c2cccc([N+](=O)[O-])c2)c(C)n1	.	0.36	-0.6
CCCC(=O)Nc1ccc(S(=O)(=O)N2CCOCC2)cc1	71	0.38	0.03
O=C1/C(=C\c2ccc([N+](=O)[O-])cc2)CCc2ccccc21	33	0.44	1.6
CC(=O)c1c(C)[nH]c(C(=O)CSc2nnc(C3CCCCC3)n2N)c1C	-82	0.75	1.4
COC1=C(OC)c2ccccc2C(C(=O)O)N/C1=C(/C)Nc1ccncc1 (stereo not given)	4	0.47	0.04
O=C(NCc1ccccn1)C1CC(c2ccc(Cl)c(Cl)c2)=NO1 (stereo not given)	13	-0.49	-0.68
CCC(C)NC(=O)CCSc1ccc(C)cc1 (stereo not given)	-15	0.88	1.6
COc1ccc(CCN2C(=O)NC(NS(=O)(=O)c3ccc(Cl)cc3)(C(F)(F)F)C2=O)cc1OC (stereo not given)	-9	.	.

Three of the entries above in order of the sdo1 growth Rescue 24 h value, smallest number first.
mol	INS promoter inh	sdo1 growth	sdo1 growth Rescue 24 h
Cc1cc(OCC(=O)N(C)C)c2c(-c3ccccc3)cc(=O)oc2c1	.	0.1	-0.46
COc1ccc(C/C(N)=N/OC(=O)Cc2ccccc2)cc1	22	-2.2	-0.37
CC(C)(C)NC(=O)c1cnn(-c2ccccc2)c1NC(=O)c1ccccc1	0	0.64	1.4

Going on with the list.
mol	INS promoter inh	sdo1 growth	sdo1 growth Rescue 24 h
O=C(c1ccccc1)N1CCN=C1SCc1ccc([N+](=O)[O-])cc1	.	0.31	-0.1
C=C(C)C1CC=C(C)/C(=N/NC(=O)c2ccc(NC(=O)CCC)cc2)C1 (stereo not given)	83*	0.64	0
Cc1nc2ccc(NS(=O)(=O)c3ccc4c(c3)OCCO4)cc2s1	27	-0.59	-0.49
CCOc1ccc(CC(=O)OCc2cc(=O)n3cc(Br)ccc3n2)cc1	0	.	.
Cc1cccn2c(=O)c3cc(C#N)c(=NC(=O)c4ccncc4)n(CCCOC(C)C)c3nc12	-50	-0.88	-0.36
COC(=O)c1ccccc1NC(=O)c1cccc(COc2ccccc2Cl)c1	-7	-0.59	-1.4
NC(=O)CSc1nc(-c2ccccc2)c(-c2ccccc2)o1	-14	-1.2	-0.54
S=C(Nc1ccc(Cl)cc1)N1CCCC1	-17	-0.13	-0.29
COC(=O)C1=C(C)N(C(C)C)C(=O)C1(NC(=O)C1CCCCC1)C(F)(F)F (stereo not given)	-28	0.06	0.32
COc1ccc2cc(-c3nc4ccccc4n3C)c(=O)oc2c1	-271	-0.68	-0.6
CC(=O)N1CCc2cc(C(=O)CN3CCCCC3)ccc21	.	-0.1	-0.4
CC(Oc1ccc(Cl)cc1Cl)C(=O)NCCCN1CCOCC1 (stereo not given)	.	-0.72	0.44
CC(=O)c1ccc(N2CCN(C(=S)Nc3ccc(Oc4ccccc4)cc3)CC2)cc1	-100	.	.
O=C(C(c1ccccc1)c1ccccc1)N1CCC(c2nc(-c3ccccc3Cl)no2)CC1	-350	-1.5	-1.1

Laid out differently: entries from further up
Each structure is followed by: INS promoter inh | sdo1 growth | sdo1 growth Rescue 24 h
- CC(Oc1ccc(Cl)cc1Cl)C(=O)NCCCN1CCOCC1 (stereo not given)
  . | -0.72 | 0.44
- CC(=O)c1ccc(N2CCN(C(=S)Nc3ccc(Oc4ccccc4)cc3)CC2)cc1
  -100 | . | .
- O=C(C(c1ccccc1)c1ccccc1)N1CCC(c2nc(-c3ccccc3Cl)no2)CC1
  -350 | -1.5 | -1.1

From PubChem BioAssay
